# Screens from PubChem.
# M. tuberculosis HTS: M. tuberculosis growth inhibition, HTS (AID 449762); 0.59% of 330,000 active; M. tuberculosis H37Rv growth inhibition, 7H9 media; higher % means a stronger effect; one-dose inhibition, % at 25 µM; IC50 in µM for titrated hits; in the data active = a potency from the dose series; inconclusive = inhibition above about 70% without an active follow-up result;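 note: bacterial growth assessed after seven days of incubation; strong numbers were not always called active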
# PhoP GFP inhibition: PhoP regulon inhibitors, Salmonella typhi PhoP promoter GFP reporter, confirmatory (AID 1850) | Salmonella Typhi PhoP-promoter GFP reporter, fluorescence, 4 h; higher % means a stronger effect | 0.33% of 310,000 active | one-dose inhibition, % at 50 µM; IC50 in µM for titrated hits; in the data active = a potency from the dose series; inconclusive = inhibition mostly from about 25% at the one dose, without a potency; inactive = the rest, 99 in 100 with inhibition below about 19%;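 note: 0% = induced wells with vehicle and 100% = uninduced wells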
# H1N1 NS1A inhibition: H1N1 influenza NS1A inhibitors, functional cell based assay (AID 504329) | NS1A functional cell-based assay, percent inhibition; higher % means a stronger effect | inhibition, % at 12.5 µM; hits with a dose series show IC50 in µM | 0.3% of 340,000 active; in the data active = a potency from the dose series; inconclusive = inhibition above about 27% without an active follow-up result; note: strong numbers were not always called active
# tuberculosis growth: growth inhibition of non-replicating M. tuberculosis (AID 488890); 0.39% of 320,000 active; inhibition, % at 25 µM; hits with a dose series show IC50 in µM; Mycobacterium tuberculosis non-replicating, growth inhibition; higher % means a stronger effect; in the data active = a potency from the dose series; inconclusive = inhibition mostly from about 82% at the one dose, without a potency; inactive = the rest, 99 in 100 with inhibition below about 76%;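 note: plate controls were DMSO cells for no effect and high antibiotic wells for full effect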
# inhibitors of VEEV: inhibitors of VEEV TC-83 cytopathic effect, confirmation, Vero cells (AID 588727) | 0.13% of 350,000 active | Vero cells, VEEV TC-83 cytopathic effect inhibition; higher % means a stronger effect | inhibition, % at 20 µM, or IC50 in µM where a hit was titrated; in the data active = a potency from the dose series; inconclusive = inhibition mostly from about 14% at the one dose, without a potency; inactive = the rest, 99 in 100 with inhibition below about 12%; note: strong numbers were not always called active
# inhibitors of VEEV 10K pilot screen: recorded beside inhibitors of VEEV, whose call it bears; inhibition, %; measured here: 10K pilot screen inhibition
# Active calls of the source: *; i = inactive; ? = inconclusive; . = no result given. The order is random; about 1.5% have a hit in one of these screens.
SMILES,M. tuberculosis HTS,PhoP GFP inhibition,H1N1 NS1A inhibition,tuberculosis growth,inhibitors of VEEV,others
CC1CCCC(C)N1C(=O)COC(=O)c1ccc2ccccc2n1 (stereo not given),62%,.,-8%,58%,1.4%,
CCOc1ccc(NC(=O)CCC(=O)NNC(=O)COc2ccc(C)cc2Br)cc1,?,-5%,-8%,-8%,1.1%,
Cc1ccc2nc(N(CCCN(C)C)C(=O)c3ccc(S(=O)(=O)N(C)C)cc3)sc2c1,6%,0%,-3%,-12%,1.2%,
COCc1c(C(=O)N/N=C(/C)c2cccs2)nnn1-c1nonc1N,-8%,14%,8%,-12%,3.3%,
Cc1ccc(N2C(=O)C3CC(c4ccccc4)=C4C5C=CC(C6C(=O)N(c7ccc(C)cc7)C(=O)C56)C4C3C2=O)cc1 (stereo not given),-1%,-4%,-4%,-4%,1.8%,
Cc1cccc(-n2ncc3c(N(C)Cc4ccccc4)ncnc32)c1,70%,0%,-3%,.,5.8%,
Cc1ccc(-c2cnc(SCCNC(=O)c3ccco3)[nH]2)cc1,12%,7%,9%,28%,0.7%,
NC(N)=NC(N)=Nc1ccc2ccccc2c1,5%,-11%,3%,-10%,i,
CCOC(=O)n1cc(-c2cnc(CNC(=O)C(C)(c3ccccc3)c3ccccc3)o2)c2ccccc21,2%,-4%,.,12%,.,
Fc1cccc(CSc2nc3ccncc3[nH]2)c1,-5%,4%,27%,4%,0.5%,
CCOC(=O)C(=CNc1ccccc1N1CCOCC1)C(=O)OCC,4%,4%,-1%,1%,8.9%,
COc1ccc(N(C(=O)c2ccc(S(=O)(=O)N3CCCC3)cc2)C2C=CS(=O)(=O)C2)cc1 (stereo not given),-3%,-16%,-9%,-1%,4.0%,
CCOC(=O)C1(CCc2ccccc2)CCN(Cc2ccn[nH]2)CC1,7%,-1%,0%,14%,1.4%,
O=C(C1CC1)N1N=C(c2ccccc2)CC1(O)C(F)(F)C(F)(F)F (stereo not given),-9%,-6%,0%,1%,0.5%,
CCCC(O)(CCC)C(=O)NN(C(=O)OC)c1ccccc1,-11%,-11%,-9%,-3%,i,
Cc1ccc(OCCCCN2CCc3ccccc3C2)cc1,-6%,0%,0%,?,i,
Cc1cc(NS(=O)(=O)c2ccc(NC(=O)c3cccnc3)cc2)nc(C)n1,-1%,-2%,-1%,-2%,5.2%,
COC(=O)C1C2C=CC(C3CC23)C1C(=O)OCC(=O)c1ccc(OC)cc1 (stereo not given),4%,-3%,2%,35%,0.8%,
CCN(CC(=O)NC1CCS(=O)(=O)C1)S(=O)(=O)c1ccccc1 (stereo not given),1%,0%,16%,-9%,i,
COc1ccc(S(=O)(=O)N(CC(=O)NCc2ccncc2)c2cc(C)cc(C)c2)cc1OC,-14%,-3%,-2%,1%,1.4%,
Cc1cc(=O)oc2cc(OCC3CC(c4ccccc4)=NO3)ccc12 (stereo not given),-3%,0%,2%,17%,5.7%,
COc1ccc2nc(Cl)cc(Cl)c2c1,2%,6%,-19%,8%,0.0%,
C[C@@]12C(=O)N(c3ccccc3)C(=O)N1[C@@H]1c3ccccc3OC[C@@H]1[C@H]2c1ccccc1,7%,.,-3%,31%,9.0%,
O=C(O)C(Nc1nc(C(F)(F)F)nc2ccccc12)c1ccccc1 (stereo not given),2%,-7%,-2%,26%,3.1%,
CC(=O)C1CCC2C3CC(C)C4(O)CC(=O)CCC4(C)C3C(O)CC12C (stereo not given),.,.,-1%,.,6.4%,

# Sorted by formula weight (lowest first): seven of the compounds above
SMILES,M. tuberculosis HTS,PhoP GFP inhibition,H1N1 NS1A inhibition,tuberculosis growth,inhibitors of VEEV,others
Fc1cccc(CSc2nc3ccncc3[nH]2)c1,-5%,4%,27%,4%,0.5%,
Cc1cccc(-n2ncc3c(N(C)Cc4ccccc4)ncnc32)c1,70%,0%,-3%,.,5.8%,
CCOC(=O)C1(CCc2ccccc2)CCN(Cc2ccn[nH]2)CC1,7%,-1%,0%,14%,1.4%,
O=C(O)C(Nc1nc(C(F)(F)F)nc2ccccc12)c1ccccc1 (stereo not given),2%,-7%,-2%,26%,3.1%,
CCN(CC(=O)NC1CCS(=O)(=O)C1)S(=O)(=O)c1ccccc1 (stereo not given),1%,0%,16%,-9%,i,
CC(=O)C1CCC2C3CC(C)C4(O)CC(=O)CCC4(C)C3C(O)CC12C (stereo not given),.,.,-1%,.,6.4%,
COc1ccc(S(=O)(=O)N(CC(=O)NCc2ccncc2)c2cc(C)cc(C)c2)cc1OC,-14%,-3%,-2%,1%,1.4%,

# The listing continues.
SMILES,M. tuberculosis HTS,PhoP GFP inhibition,H1N1 NS1A inhibition,tuberculosis growth,inhibitors of VEEV,others
CCCNc1c(NS(=O)(=O)c2cccs2)c(=O)oc2ccccc12,-2%,-1%,-7%,-26%,i,
CCc1ccc(NS(=O)(=O)c2cc3c(cc2C)n(C)c(=O)c(=O)n3C)cc1,-6%,0%,-4%,-3%,i,
O=C(COC(=O)c1ccc(F)cc1)NCc1ccc(F)cc1,-4%,.,-10%,50%,1.8%,
CCCCCOC(=O)NCCOC(=O)Nc1ccc(C(=O)OCC)cc1,?,-8%,14%,49%,0.0%,inhibitors of VEEV 10K pilot screen=0.0
CC1=C(C(=O)OC(C)C)C(C)NC(=O)N1 (stereo not given),-8%,-3%,-12%,-11%,2.9%,
CCOCc1nnc(NC(=O)c2ccco2)s1,5%,-4%,-5%,-12%,6.5%,
O=C(CCc1ccccc1)NNC(=O)c1ccco1,8%,-8%,-3%,57%,1.2%,
CCOc1ccc(S(=O)(=O)Nc2ccn(C)n2)cc1,1%,.,-2%,9%,2.5%,
Cc1cc(OCCCn2cnc3ccccc3c2=O)ccc1[N+](=O)[O-],0%,-8%,-2%,0%,i,
CC(C)(C)c1ccc(-c2nnc(SCC(=O)O)n2N)cc1,-24%,2%,-11%,-10%,2.2%,inhibitors of VEEV 10K pilot screen=1.3
O=C(CCc1ccccc1)Nc1ccc(NS(=O)(=O)c2ccccc2)cc1,1%,-2%,-14%,-10%,1.5%,
CNC(=O)CC1C(=O)N(C)C(=S)N1NC(=O)c1ccccc1 (stereo not given),3%,2%,-7%,-3%,1.4%,
O=S(=O)(c1ccc(Cl)cc1)n1cccn1,0%,-1%,-4%,-11%,0.1%,
CCOC(=O)c1c(C)n(C)c2ccc(O)c(CN3CCCCC3)c12,2%,-3%,1%,15%,0.2%,
COCCCNC(=O)CN(c1cc(Cl)ccc1OC)S(C)(=O)=O,0%,0%,-2%,-8%,i,
CCOCCn1c(=NC(=O)c2cc(Cl)sc2Cl)sc2cc(S(N)(=O)=O)ccc21,-12%,-6%,.,-28%,.,
O=C(NNC(=O)C1CCC1)c1cccc(Cl)c1,-5%,.,2%,-1%,3.3%,
CC(=O)c1ccc(OCC(=O)NC2CCS(=O)(=O)C2)cc1 (stereo not given),2%,11%,-1%,-8%,0.1%,
COc1ccc(S(=O)(=O)N(CC(=O)NCc2ccccn2)c2ccc(Cl)cc2)cc1,-5%,1%,7%,33%,0.7%,
COc1ccc(NC(=O)C(c2cc3c(cc2[N+](=O)[O-])OCO3)N(C)C)cc1 (stereo not given),-1%,7%,3%,39%,i,inhibitors of VEEV 10K pilot screen=0.4
COc1ccccc1NC(=O)CC(=O)CSc1nnc(-c2ccc(C)cc2)n1-c1ccccc1,-2%,-4%,3%,-10%,3.0%,
Cc1ccc(-c2noc(CCC(=O)N3CCCC3)n2)cc1,-4%,-4%,-3%,6%,0.2%,
C=CCn1c(SCC(=O)NC(=O)NCc2ccco2)nc2sc(C)c(C)c2c1=O,-3%,-1%,-3%,-7%,4.3%,
CC(C)C[C@H](NC(=O)[C@@H]1Cc2c([nH]c3ccccc23)C2c3ccccc3C(=O)N21)C(=O)NCC1CCCO1 (stereo not given in full),-2%,-6%,12%,42%,6.1%,
COc1ccccc1-n1cnc2cc(C(=O)NC3CCCC3)ccc21,1%,0%,-2%,19%,1.6%,
# (more compounds)
SMILES,M. tuberculosis HTS,PhoP GFP inhibition,H1N1 NS1A inhibition,tuberculosis growth,inhibitors of VEEV,others
CC(C)(O)c1[nH]c2cc(F)ccc2c1C(C)(C)O,8%,5%,-14%,63%,1.0%,inhibitors of VEEV 10K pilot screen=1.8
Cc1ccc(/C=N/NC(=O)CCCOc2ccc(Cl)cc2Cl)cc1[N+](=O)[O-],-3%,-10%,-2%,8%,4.7%,
COc1ccc2[nH]cc(CCNC(=O)c3ccc4ccccc4n3)c2c1,10%,-2%,-6%,10%,2.0%,
COc1cccc(NC(=S)NC(=O)Cc2ccc(Cl)cc2)c1,1%,-4%,0%,36%,0.2%,
O=C(Nc1cccnc1)c1ccccc1F,-4%,-1%,3%,7%,1.2%,
CC(C)CCNS(=O)(=O)c1ccc(-c2ccc(S(=O)(=O)NCCC(C)C)cc2)cc1,4%,-2%,-12%,0%,0.3%,
O=C(NOCc1ccccc1)c1cccc([N+](=O)[O-])c1,.,.,-4%,.,0.4%,
COc1ccc(OC)c(-n2c(=S)[nH]c3cc(C(=O)NCCCN4CCCC4=O)ccc3c2=O)c1,-2%,-3%,.,-15%,.,
C/C(=N\N1CCN(c2ccc(Cl)cc2)CC1)c1ccco1,-1%,-2%,-11%,9%,1.3%,
O=C(CS(=O)(=O)c1ccccc1)Nc1nc(-c2ccc(F)cc2)cs1,0%,4%,-11%,13%,7.1%,
Cc1ccc(C2(C)NC(=O)N(CCOc3ccccc3)C2=O)cc1 (stereo not given),3%,-8%,-1%,13%,3.5%,
C=C1CC[C@@]23CC[C@]4(C)[C@@](OC2=O)([C@@H]3C1)[C@H]1O[C@H]1C1[C@@]2(C)CC[C@H](O)C(C)(C)C2CC[C@]14C (stereo not given in full),-7%,-7%,-3%,69%,0.2%,
COc1ccc(-c2cc(C(F)(F)F)nc(N3CCCCCC3)n2)cc1,11%,-9%,0%,0%,1.2%,
O=C(NCCc1ccccc1)c1nc(-c2cccs2)no1,8%,-4%,-2%,2.2µM*,0.9%,inhibitors of VEEV 10K pilot screen=1.1
CCC(CO)Oc1cc(NCc2cc(C)cc(C)c2)c2ncn(C(C)C)c2c1 (stereo not given),4%,.,2%,34%,2.0%,
COc1ccc(NC(=S)NNC(=O)OC(C)(C)C)cc1OC,-3%,-4%,5%,-1%,1.7%,
COc1cc(C(=O)NC(=S)Nc2ccc(Cl)cn2)cc(OC)c1OC,5%,2%,4%,5%,i,
CCCn1nc(C(=O)NC2CCCC2)c2ccccc2c1=O,5%,.,-3%,6%,3.7%,
Nn1c(Cc2cccc3ccccc23)nnc1SCc1ccccc1Cl,6%,-6%,0%,54%,1.0%,
N#CC1(Cc2ccc(Cl)cc2)c2ccccc2C=CN1C(=O)c1ccccc1 (stereo not given),-2%,1%,4%,-7%,i,
COc1ccccc1NC(=O)N1CCCC1C(=O)NCc1ccc(F)cc1 (stereo not given),7%,8%,-4%,-8%,4.6%,
C/C(=N\NC(=S)NCc1ccccc1)c1ccc2ccccc2c1OC(F)F,1%,3%,-14%,-4%,2.4%,
CC(=O)c1cc(CN2CCN(C3CCCCC3)C(CCO)C2)cs1 (stereo not given),-3%,-7%,-6%,-31%,0.6%,
CCc1c(C)nc(N)nc1Cl,7%,5%,-11%,-4%,0.1%,
Cc1ccc(C)c(OC2=NS(=O)(=O)c3ccccc32)c1,1%,7%,0%,-7%,1.9%,
# Carrying on:
SMILES,M. tuberculosis HTS,PhoP GFP inhibition,H1N1 NS1A inhibition,tuberculosis growth,inhibitors of VEEV,others
Nc1ccc(Oc2ccc3c(c2)C(=O)N(CC2CCCO2)C3=O)cc1 (stereo not given),7%,-12%,0%,-12%,5.8%,
Cc1ccc2nc(Nc3ccc(C)c(Cl)c3)c3nncn3c2c1,5%,-6%,21%,22%,2.5%,
CCOc1ccc(Nc2cc(=O)[nH]c(=O)[nH]2)cc1,2%,-6%,0%,19%,0.6%,
CCOCc1cc(CN2CCC(CCC(=O)NC3CC3)CC2)ccc1OC,2%,-3%,0%,-12%,i,
O=C(CNC(=O)c1ccco1)N=Nc1c(O)[nH]c2ccc([N+](=O)[O-])cc12,-1%,12%,-6%,-9%,0.9%,
CCOC(=O)c1sc2nc(CSc3ccccc3Cl)[nH]c(=O)c2c1C,-5%,-9%,4%,-7%,0.6%,
Cc1cc(=O)oc(C)c1C(=O)NCCN1CCOCC1,0%,0%,-5%,0%,0.6%,
COc1ccc(C2(NC(C)=O)CCN(C(=O)c3ccco3)CC2)cc1,-2%,-3%,-5%,-10%,1.5%,
CC(=O)Nc1ccc(NS(=O)(=O)Cc2ccccc2)cc1,0%,1%,9%,-21%,2.6%,
Cc1ccc(NC(=O)CCn2c(=O)c3cccn3c3ccccc32)c(C)c1,-8%,-13%,3%,18%,7.4%,
